Peg3 imprint: genomic imprint erasure induction; mouse ES Peg3-LacZ reporter, beta-gal luminescence, 40 h; Potency, µM (titrated, usually from 60.7 µM), inactives show at the highest dose activity change, positive = activation, hits mostly activators; 110,000 compounds, 0.02% hits;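 further: 0% = negative control wells on the plate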
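Readout: BetaGlo luminescence (5 min, room temp) for LacZ from the normally silent maternal Peg3 allele in female Peg3LacZ-Neo ES cells. Cells 300/well, 40 h, 37C, 5% CO2. Data normalized per plate to negative controls.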
p53ts 39C kill: p53ts cell cytotoxicity, nonpermissive temperature; Potency, µM (series often up to 46.1 µM), for the others: at the top dose activity change, negative = cell killing, most hits filed as cytotoxic; H1299-p53A138V viability at 39C, ATP luminescence, 24 h; 130,000 compounds, 1.5% hits; further: nearly all actives have a fitted effect of over 55% in size
IkB sig inh: suppresses IkB signaling in ABC-DLBCL reporter cells; ABC-DLBCL IkBa-CBG/CBR dual luciferase ratio, 4 h; response scale: scaled: untreated 0%, proteasome inhibitor 100%; Potency, µM (highest dose often 57.1 µM), inactives show top-dose IkBa stabilization activation; 110,000 compounds, 0.04% hits; active means well fitted curve in the direction sought with a large enough effect in the signal ratio, not every such curve was filed as active; inconclusive means small, poorly fitted or top-dose-only effect, or a change in a side signal; the % refers to the signal ratio;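 further: the direction sought is a rising ratio; 0% = basal untreated cells and 100% = reference inhibitor full response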
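Luminescence ratio of IκBα-fused green versus native red beetle luciferase in OCI-Ly3 cells, 4 h post-doxycycline with compound; red signal alone, scaled from basal (0%) to zero light (-100%), flagged nonspecific or cytotoxic effects.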
p53ts 32C kill: cytotoxicity in p53ts cells at permissive temperature; H1299-p53A138V at 32C, ATP luminescence viability, 24 h; Potency, µM (doses to about 46.1 µM), inactives show at the highest dose activity change, negative = cytotoxicity, most hits filed as cytotoxic; 130,000 compounds, 0.93% hits; AID 924;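 further: 0% = DMSO and -100% = full killing by reference compound; nearly all actives have a fitted effect of over 55% in size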
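Viability by ATPlite luminescence after 24 h compound treatment (up to 46 uM) at the permissive 32C. Cells are H1299 carrying p53 A138V. Scale runs from DMSO basal to 100 uM tamoxifen as full kill; AC50 from Hill fits.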
Starred values were filed as active, the others as inactive; ? = inconclusive; · = not tested or not shown; [ ] = remark or other dose. Unless noted, the call rests on the fitted dose curve; in most records, active means well fitted curve in the direction sought with a large enough effect; inconclusive means small, poorly fitted or top-dose-only effect, or another doubt; inactive means no such curve, though single readings can be large; an effect the other way counts as inactive or inconclusive. Unless noted, on the % scale 0 is the no-effect control and ±100 the full control effect; potency means the concentration at half of the fitted maximal effect.

SMILES	Peg3 imprint	p53ts 39C kill	IkB sig inh	p53ts 32C kill
O=C1CCCN1C(=O)CCC(=O)N1CCCC1=O	0%	3%	-1.9%	-2%
CCOC(=O)c1c(C)[nH]c(C)c1C(=O)COC(=O)C1CCCN1S(=O)(=O)c1ccccc1F (configuration not stated)	-13%	3%	-0.3%	-8%
CCc1c(C)nc2[nH]nc(-c3ccccc3C)n2c1=O	-8%	13%	?	-19%
CCC12CC3CC(C1)CC(C(=O)O)(C3)C2	1%	17%	0.4%	0%
Cc1ccccc1-c1cncnc1N1CCN(C)CC1	-5%	8%	0.7%[11.4 µM]	3%
CSC(N)=NCCC[C@@H](N)C(=O)O	·	5%	1.0%	1%
O=C1CS/C(=N\C(=O)N2c3ccccc3Sc3ccccc32)N1	-2%	10%	4.0%	-3%
CC(NC(=O)/C(=C/c1ccc(OC(F)F)cc1)c1ccccc1)c1ccccc1 (configuration not stated)	·	-15%	·	-13%
Cc1cc(C)c(C#N)c(Nc2ccccc2Cl)n1	-9%	3%	-1.1%	6%
O=C(CN1C(=O)COc2ccc(S(=O)(=O)N3CCOCC3)cc21)N1CCN(c2cccc(C(F)(F)F)c2)CC1	-13%[10.9 µM]	-3%	?	-8%
CC1CCC(N2CC(=O)N(C3CCCCC3)C(c3ccc(Cl)cc3)C2=O)CC1 (configuration not stated)	-12%[10.9 µM]	-14%	1.2%	-1%
COc1ccc(N2CCN(Cc3cc(=O)oc4cc5c(cc34)CCCC5)CC2)cc1	-2%	8%	3.8%	3%
C=CCNc1nc(NCc2ccco2)nc(OCC)n1	9%	0%	?	0%
COc1ccccc1NC(=O)CCN1CCC(C(N)=O)CC1	6%[10.9 µM]	-11%	-3.5%	-5%
COc1cccc(CNC(=O)c2cc3oc4ccccc4c3n2C)c1OC	-17%	?	1.7%	?
CCOC(=O)c1c(NC(=O)c2cccs2)sc2c1CC(C)(C)OC2	-26%	15%	-3.9%	-18%
O=C(OCn1nnc2ccccc2c1=O)c1cn(-c2ccccc2)nc1-c1cccnc1	-14%	-12%	0.1%	-4%
Cc1cccc2nc(Cn3c(=O)n(CCCC(=O)NCc4ccco4)c(=O)c4ccccc43)cc(=O)n12	-29%	-16%	4.7%	-4%
CCOC(=O)C1CCCN(C(=O)Cc2ccc(OC)c(OC)c2)C1 (configuration not stated)	4%	10%	1.5%	4%
O=C(Oc1ccccc1)N1CCC[C@@]2(CCN(c3ccccc3)C2)C1	·	-4%	0.3%[11.4 µM]	3%
CCN(C(=O)c1sc2nc3n(c(=O)c2c1C)CCCCC3)c1ccccc1F	-10%[10.9 µM]	-28%	1.3%	7%
Cc1ccc(NC(=O)Cn2cc(S(=O)(=O)c3ccccc3)c(=O)c3cc4c(cc32)OCO4)cc1	-14%[10.9 µM]	-4%	?	9%
COc1ccc(OCC(O)CNC(=O)Nc2ccc(Cl)cc2)cc1 (configuration not stated)	·	-9%	·	-23%
COc1ccccc1N1CCN(S(=O)(=O)c2c(C)ccc3nsnc23)CC1	-15%	-7%	1.9%	-5%
CC1CCN(Cc2c(C#N)c3ccccc3n2C)CC1	-15%	-17%	0.1%	-7%
O=C(/C=C\C=C/c1ccc2c(c1)OCO2)N1CCCCC1	-25%[16.8 µM]	?	10%[25.6 µM]	?
Nc1nc2n(n1)C(c1cccc(Br)c1)CC(c1ccccc1)N2 (configuration not stated)	7%	-1%	-2.5%	17%
O=C(O)c1n[nH]c2c1CCCCC2	?	-8%	3.9%	0%
CCOC(=O)N1CCC(N2C(=O)c3ccc(C(=O)O)cc3C2=O)CC1	5%	7%	-1.6%	6%
CC(C)CC(=O)Nc1c(C(=O)N2CCN(c3ccccc3)CC2)oc2ccccc12	13%[10.9 µM]	17%	?	-10%
CCOc1ccc(CNC(=O)c2c(C)nn(-c3ccc(F)cc3)c2-n2cccc2)cc1	20%[10.9 µM]	16%	?	46%[activator]
O=C(COc1ccc(F)cc1)NCC(c1ccc(Cl)cc1)N1CCCCC1 (configuration not stated)	-19%[10.9 µM]	?	0.7%	-4%
C=CCn1c(N)c(C(=O)N2CCOCC2)sc1=S	-3%	-5%	0.9%	3%
Cc1ccc2c(CC(=O)NCc3ccccc3)coc2c1C	12%[10.9 µM]	-9%	-2.9%	13%
CN(CC(=O)Nc1ccc(Cl)cc1)S(=O)(=O)c1cccc2cccnc12	-9%	-3%	?	-1%
CCCCNC(=O)CSc1c2c(nc3ccc(Cl)cc13)CCCC2	-4%[10.9 µM]	?	?	-29%
COc1ccc(-c2nc(CSCC(=O)NCCC(C)C)c(C)o2)cc1OC	-9%[10.9 µM]	-8%	1.7%	9%
Cc1oc2ccc(O)c(CN3CCN(C)CC3)c2c1C(=O)Nc1cccc(C(F)(F)F)c1	9%[10.9 µM]	2%	-0.7%	7%
Cc1noc(NC(=O)Nc2ccccc2F)c1C#N	-20%[10.9 µM]	2%[9.22 µM]	7.4%[11.4 µM]	-1%[9.22 µM]
O=C(CSc1nc2c(c(=O)n1-c1ccc(Cl)cc1)SCC2)N1CCCC1	-7%	20%	0.9%	11%

Limited to IkB sig inh (two entries from above):
SMILES	IkB sig inh
CC(C)CC(=O)Nc1c(C(=O)N2CCN(c3ccccc3)CC2)oc2ccccc12	?
CCOc1ccc(CNC(=O)c2c(C)nn(-c3ccc(F)cc3)c2-n2cccc2)cc1	?

Carrying on.
SMILES	Peg3 imprint	p53ts 39C kill	IkB sig inh	p53ts 32C kill
COc1ccc(CCNC(=O)c2cc(-c3ccccc3OC)on2)cc1OC	-17%	-26%	?	?
COCCNC(=O)C(c1ccc(F)cc1)N(CCOC)C(=O)CCC(=O)Nc1nccs1 (configuration not stated)	-7%	3%	0.2%	0%
CCOc1ccc(NC(=O)NC2CCOC(C)(C)C2)cc1 (configuration not stated)	?	3%	0.7%	?
COc1cccc(-c2cc(NCc3cccc(C)c3)ncn2)c1	-13%	-26%	1.3%[11.4 µM]	-8%
CCOC(=O)c1c(C)oc2ccc(N(C(=O)c3ccncc3)S(=O)(=O)c3ccc(CC)cc3)cc12	-14%[10.9 µM]	-30%	?	36%[activator]
COc1ccc(OC)c(NC(=O)Cn2c(=O)oc3ccccc32)c1	-5%	5%	2.7%	16%
COC(=O)c1ccc(C2C(C(=O)Nc3ccc(C)cc3C)=C(C)Nc3ncnn32)cc1 (configuration not stated)	6%	-10%	0.3%	-20%
COc1ccc2cc(C(c3nnnn3C3CCCC3)N3CCc4ccccc4C3)c(=O)[nH]c2c1 (configuration not stated)	-7%	7%	?	7%
Cc1ccc(NC(=O)Cn2cnc3c(oc4ccccc43)c2=O)cc1Cl	-12%[10.9 µM]	-9%	?	-11%
COc1c(Br)cc(Br)cc1C(=O)O	-10%	-5%	0.0%	0%
CC(=O)N1CCC2(CC1)CN(c1ccccc1)C2	·	-8%	-0.4%[11.4 µM]	-8%
Cc1ccc(NC(C(N)=O)c2c(C)[nH]c(=O)[nH]c2=O)cc1 (configuration not stated)	7%	4%	-0.1%	3%
O=C(Nc1cccc(Cl)c1Cl)c1cc(S(=O)(=O)N2CCCc3ccccc32)ccc1F	-14%[10.9 µM]	-6%	2.2%	8%
NC(=O)CSc1nnc(-c2ccc(S(=O)(=O)N3CCCC3)cc2)o1	·	3%	·	12%
Cc1ccc(S(=O)(=O)CCc2nnc(N)s2)cc1C	·	2%	·	-1%
COc1ccc(C2(CNC(C)=O)CCOCC2)cc1OC	5%	-7%	-1.6%	3%
Cc1cccc(CN2C(=O)c3ccccc3S(=O)(=O)c3ccc(C(=O)NCCC4=CCCCC4)cc32)c1	-7%[10.9 µM]	-10%	-0.2%	18%
Cc1cc(NC(=O)c2cccc(C(=O)Nc3cc(C)on3)n2)no1	3%	1%	0.6%	2%
Cc1ccn2c(Nc3ccccc3C)c(-c3ccc(N4CCOCC4)cc3)nc2c1	-11%[10.9 µM]	-10%	7.1%	3%
Cc1cccc(-c2nc3ccccc3n2Cc2ccccc2)c1	12%[10.9 µM]	?	?	-22%
CCCCCCOC(=O)C(C#N)c1nc2ccccc2nc1N1CCOCC1 (configuration not stated)	2%	-12%	1.0%	4%
NC(=O)CSc1oc(-c2cccs2)nc1S(=O)(=O)c1ccc(Br)cc1	12%[10.9 µM]	41%[activator]	0.0%	15%
COc1cccc2c1cc1c(=O)n(CC(=O)NCc3ccc(N(C)C)cc3)nc(C)n12	-5%[10.9 µM]	42%[activator]	-1.1%	13%
COc1ccc(O)c(C(=O)c2cnc3onc(C(C)C)c3c2)c1	-17%	-9%	0.3%	5%
Cc1ccc(NC(=O)CS(=O)CC(=O)Nc2ccc(N3CCOCC3)cc2)cc1Cl (configuration not stated)	0%	-12%	1.3%	3%
Cc1ccc(CNC(=O)C(C)n2nc(C)c3sc4ccccc4c3c2=O)cc1 (configuration not stated)	-27%[10.9 µM]	?	?	?
COc1ccc(C(=O)n2nc(-c3ccco3)nc2SC)cc1OC	-7%	3%	-0.3%	-12%
c1ccc(COCc2ccccc2)cc1	13%	7%	0.3%	-11%[1.84 µM]
CCCCOc1ccc(C(=O)Nc2cccc(-c3nc4ccccc4o3)c2C)cc1	-11%[10.9 µM]	35%[activator]	-0.4%	-3%
Cc1ccc(NC(=O)CCC(=O)N2CCSc3ccccc32)cc1Cl	-15%[10.9 µM]	-5%	-1.2%	-6%
Cn1c(=O)c2sccc2n2c(CCCC(=O)NCc3ccc4c(c3)OCO4)nnc12	-4%	-3%	1.0%	-1%
COC(=O)/C=C/C1c2ccccc2C(OC)C1C (configuration not stated)	·	4%[9.22 µM]	·	4%[9.22 µM]
COc1ccc(Br)cc1CNC(=O)C1CCCN(c2nc3ccccc3o2)C1 (configuration not stated)	-13%	-11%	5.1%	-6%
COc1ccccc1N(CCC#N)C(=O)CSc1nc(-c2ccccc2)cn1N	-4%	-5%	?	-2%
CCCOc1cc(CC(=O)NCc2ccco2)ccc1OC	-8%	9%	0.3%	8%
C(=N/Nc1nnc2c(n1)[nH]c1ccccc12)/c1cccnc1	7%[10.9 µM]	-18%[9.22 µM]	?	-14%[9.22 µM]
COc1ccc(NC(=O)c2cn(-c3ccccc3)nc2-c2ccc(C)cc2)cc1	-9%[10.9 µM]	-3%	5.3%	-5%
COc1ccc2c(c1)OCC(Cc1ccc(OC)c(OC(C)=O)c1)C2=O (configuration not stated)	-18%	-12%	·	9%
COC(=O)c1ccc(COC(=O)c2[nH]c(C)c(C(C)=O)c2C)o1	-12%	9%	?	1%
CCOc1ccc2oc(C(=O)OCC(=O)NC(=O)NC3CCCC3)c(C)c2c1	-44%[inhibitor]	-5%	0.8%	-14%

A draw from above in order of SMILES length, ascending:
SMILES	Peg3 imprint	p53ts 39C kill	IkB sig inh	p53ts 32C kill
c1ccc(COCc2ccccc2)cc1	13%	7%	0.3%	-11%[1.84 µM]
CCCCCCOC(=O)C(C#N)c1nc2ccccc2nc1N1CCOCC1 (configuration not stated)	2%	-12%	1.0%	4%
COc1ccccc1N(CCC#N)C(=O)CSc1nc(-c2ccccc2)cn1N	-4%	-5%	?	-2%
COC(=O)c1ccc(COC(=O)c2[nH]c(C)c(C(C)=O)c2C)o1	-12%	9%	?	1%
Cc1ccc(CNC(=O)C(C)n2nc(C)c3sc4ccccc4c3c2=O)cc1 (configuration not stated)	-27%[10.9 µM]	?	?	?
CCOc1ccc2oc(C(=O)OCC(=O)NC(=O)NC3CCCC3)c(C)c2c1	-44%[inhibitor]	-5%	0.8%	-14%

The results go on:
SMILES	Peg3 imprint	p53ts 39C kill	IkB sig inh	p53ts 32C kill
O=C(O)COc1ccccc1O	2%	1%	0.2%	2%
CCn1c(SCCC#N)nnc1-c1ccncc1	-12%	7%	4.4%	6%
COc1cccc(OCCCCN2CCCCC2)c1	-10%	3%	1.2%	-2%
COc1ccc2c(C)c(CC(=O)NCc3ccc(C)cc3)c(=O)oc2c1OC	-4%[10.9 µM]	0%	1.1%	-7%
COc1ccc(NC(=O)C2CCCN(S(=O)(=O)c3ccc4[nH]c(=O)ccc4c3)C2)cc1OC (configuration not stated)	-12%[10.9 µM]	2%	-0.6%	-1%
CCCNC(=O)C1CCC(Cn2c(=O)c3sccc3n(CC(=O)N3CCC(C)CC3)c2=O)CC1 (configuration not stated)	-1%[10.9 µM]	6%	1.3%	3%
COc1ccc(-c2nc(CS(=O)CC(=O)NCC3CCCO3)c(C)o2)cc1 (configuration not stated)	-15%	-8%	-0.3%	-1%
O=C(Nc1cccc(F)c1)c1cc(S(=O)(=O)N2CCC(C(=O)O)CC2)ccc1F	1%	2%	-1.0%	15%

Assay outcomes deposited in PubChem by National Center for Advancing Translational Sciences (NCATS).
